High-throughput results deposited in PubChem BioAssay by National Center for Advancing Translational Sciences (NCATS).
G9a block – blocks human histone lysine methyltransferase G9a; Q96KQ7; Potency, µM (doses to about 102 µM), inactives show at the highest dose activity, negative = inhibition, actives largely listed as inhibitors; G9a H3K9 monomethylation, AlphaScreen, 2 h; 350,000 tested, 8.8% active; note: % is set by controls: 0 for no effect and ±100 for the full control effect; nearly all actives have a fitted effect of over 75% in size
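Methyltransferase reactions run at room temperature for 2 h (20 nM enzyme, 500 nM biotin-H3K9 peptide, 20 uM SAM) after a 15 min compound preincubation; product detected by AlphaScreen beads and anti-H3K9me1 antibody.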
JMJD2A Tudor inh – JMJD2A Tudor domain (human) inhibition. AlphaScreen JMJD2A-Tudor / H3K4me3 peptide binding. Potency, µM (top dose mostly 114 µM), without a hit: at the highest dose activity change, negative = inhibition, most hits filed as inhibitors. 390,000 tested, 4.4% active; note: % is set by controls: 0 for no effect and ±100 for the full control effect; nearly all actives have a fitted effect of over 50% in size
BAZ2B block – BAZ2B (human) inhibition; 360,000 tested, 4.4% active; AID 504333; Potency, µM (titrated, usually from 114 µM), for the others: top-dose activity change, negative = inhibition, usual class: inhibitors; AlphaScreen BAZ2B-H3K14Ac peptide displacement; note: % is set by controls: 0 for no effect and ±100 for the full control effect; nearly all actives have a fitted effect of over 60% in size
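Multi-concentration screen (max 110 uM) measuring displacement of acetylated histone H3 peptide from BAZ2B by AlphaScreen, using 50 nM protein, 50 nM peptide and 10 ug/mL streptavidin donor plus Ni-chelate acceptor beads.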
GLS inhibitor – blocks human kidney-isoform glutaminase activity; GLS enzymatic activity, qHTS titration; AID 624170; Potency, µM (highest dose often 45.5 µM), without a hit: top-dose activity change, negative = inhibition, actives largely listed as inhibitors; 410,000 tested, 0.21% active; note: % is set by controls: 0 for no effect and ±100 for the full control effect
Target sequence (O94925 whole entry, looked up, canonical isoform): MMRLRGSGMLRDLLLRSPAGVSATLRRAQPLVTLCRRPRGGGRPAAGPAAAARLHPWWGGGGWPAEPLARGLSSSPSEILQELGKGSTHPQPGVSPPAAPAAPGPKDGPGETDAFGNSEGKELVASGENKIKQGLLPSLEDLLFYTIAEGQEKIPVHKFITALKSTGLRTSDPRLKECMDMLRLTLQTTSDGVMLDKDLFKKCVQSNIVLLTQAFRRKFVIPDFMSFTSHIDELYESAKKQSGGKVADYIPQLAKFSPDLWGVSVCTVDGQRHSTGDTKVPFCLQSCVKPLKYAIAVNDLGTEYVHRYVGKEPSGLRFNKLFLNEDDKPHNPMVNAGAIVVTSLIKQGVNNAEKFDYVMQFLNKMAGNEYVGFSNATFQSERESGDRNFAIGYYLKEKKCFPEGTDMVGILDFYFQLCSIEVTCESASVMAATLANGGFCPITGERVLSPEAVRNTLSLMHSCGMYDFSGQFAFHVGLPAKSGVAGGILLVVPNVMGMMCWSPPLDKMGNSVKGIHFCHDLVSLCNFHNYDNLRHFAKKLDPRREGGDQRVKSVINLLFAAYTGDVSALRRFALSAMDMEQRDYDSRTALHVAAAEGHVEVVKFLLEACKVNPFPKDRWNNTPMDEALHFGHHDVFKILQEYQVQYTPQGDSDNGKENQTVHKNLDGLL
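Human kidney-isoform GLS in 45 mM KH2PO4 pH 8.2, 0.02% Tween-20, with compound, started with 1mM L-Glutamine (added stock). Glutamate oxidase/HRP/Amplex red coupled fluorescence read at start and after 30 min at RT.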
BLM inh – Bloom syndrome helicase (human) inhibition; recombinant BLM DNA unwinding, fluorescence dequenching; Potency, µM (top dose mostly 56.1 µM), inactives show at the top dose activity change, negative = inhibition, hits mostly inhibitors; P54132; 350,000 tested, 0.2% active;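 note: plate controls were vehicle for no effect and no enzyme for full effect; nearly all actives have a fitted effect of over 35% in size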
Pin1 inhibitor – blocks the human prolyl isomerase Pin1; Pin1 FP peptide displacement, HiFluor488, 10 min; Potency, µM (highest dose often 115 µM), for the others: at the top dose activity, negative = inhibition, actives largely listed as inhibitors; 390,000 tested, 0.009% active; AID 504891; active = well fitted inhibition curve with a large enough effect in the polarisation, with a control signal flat, not every such curve was filed as active; inconclusive = small, poorly fitted or top-dose-only effect, or effect the other way, or a change in a side signal; inactive = no such curve, though single readings can be large or run the other way; the % refers to the polarisation; note: % is set by controls: 0 for no effect and ±100 for the full control effect
Target sequence (Q13526 whole entry, looked up): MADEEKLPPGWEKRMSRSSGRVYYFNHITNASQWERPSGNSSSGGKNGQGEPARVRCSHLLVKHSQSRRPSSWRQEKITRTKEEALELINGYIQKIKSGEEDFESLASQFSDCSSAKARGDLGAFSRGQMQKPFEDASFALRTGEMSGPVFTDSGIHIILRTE
Pol iota inh – blocks human DNA polymerase iota activity; Q9UNA4; Pol iota fluorescent replication assay, 10 min; Potency, µM (doses to about 115 µM), for the others: at the highest dose activity, negative = inhibition, usual class: inhibitors; 390,000 tested, 1% active
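Pol iota at 10 nM preincubated 15 min with compounds at room temperature; reaction started with fluorescent substrate, 50 nM final. Fluorescence read kinetically at 0 and 10 min; buffer-only wells as negative control.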
HP1b binding inh – inhibitors of HP1-beta chromodomain binding to methylated histone tails; P83916; AlphaScreen HP1-beta / biotin-H3K9me3 peptide binding; Potency, µM (series often up to 114 µM), for the others: at the top dose activity change, negative = inhibition, usual class: inhibitors; 390,000 tested, 0.56% active; note: nearly all actives have a fitted effect of over 70% in size; inactives centre near 23
Target sequence (P83916 whole entry, looked up): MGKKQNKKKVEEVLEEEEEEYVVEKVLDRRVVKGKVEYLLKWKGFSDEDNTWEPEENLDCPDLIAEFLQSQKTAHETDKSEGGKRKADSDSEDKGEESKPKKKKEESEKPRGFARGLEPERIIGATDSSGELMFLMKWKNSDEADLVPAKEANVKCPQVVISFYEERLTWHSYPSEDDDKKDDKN
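Compound inhibition of the preformed complex between 50 nM HP1-beta and 50 nM biotinylated H3K9me3 peptide was read by AlphaScreen. Buffer was PBS pH 7.4 with 0.01% Tween-20. Incubations ran 30 min at room temperature, with 10 ug/mL donor/acceptor beads.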
Tb PGK inh – T. brucei PGK inhibition | P07378 | PGK/GAPDH coupled, Kinase-Glo luminescence, 60 min | Potency, µM (highest dose often 57.5 µM), without a hit: at the top dose activity change, negative = inhibition, usual class: inhibitors | 380,000 tested, 0.043% active; note: % is set by controls: 0 for no effect and ±100 for the full control effect; nearly all actives have a fitted effect of over 60% in size
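Luminescent ATP detection (Kinase-Glo Plus) follows a 60-minute room-temperature incubation, with wells lacking PGK as controls. Buffer: 100 mM TEA (pH 7.6), 5 mM MgCl2, 0.01% Tween-20. Coupling enzyme GAPDH (100 nM final) supplies unstable 1,3-BPG in-well.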
Numbers without * were called inactive; i = inactive; ? = inconclusive; . = not tested or not shown; & = joins results of further samples; [ ] = another dose, or the depositor's remark. Unless noted, calls come from the whole dose curve; as a rule, active = well fitted curve in the direction sought with a large enough effect; inconclusive = small, poorly fitted or top-dose-only effect, or another doubt; inactive = no such curve, though single readings can be large; an effect the other way counts as inactive or inconclusive. Potency is the fitted concentration of half-maximal effect. An excerpt; rates above refer to the full screens.

smiles	Pin1 inhibitor	BLM inh	Tb PGK inh	BAZ2B block	GLS inhibitor	Pol iota inh	JMJD2A Tudor inh	G9a block	HP1b binding inh
Cc1ccc(/C=C/C(=O)O)cc1S(=O)(=O)NCc1cccnc1	-12%	-1%	9%	-3%	3%	3%	-6%	.	24%
CS(=O)(=O)N1CCc2nc(-c3ccccc3)sc2C1	-5%	-3%	-1%	-15%	0%	126%[activator]	-8%	7%	17%
NNc1ccc2nncn2n1	2%	1%	-4%	-13%	25%	-2%	-4%	50µM*	17%
O=C(NCCN1CCCCC1)Nc1ccccc1	2%	1%	-5%	-4%	-2%	35%[activator]	-10%	19%[59 µM]	10%
O=C(Nc1cccc(S(=O)(=O)Nc2ccccc2Cl)c1)c1ccc(Cl)nc1	17%	0%	0%	5%	0%	25%	-6%	-10%	35%
CN(CC(=O)Nc1ccc(F)c(F)c1F)C(=O)c1cc(-c2ccncc2)nc2ccccc12	10%	.	-3%	-7%	5%	28%	-28%	56µM*	-4%
CC(=O)N1CCc2nc3sc(C(=O)Nc4ccc(Cl)cc4F)c(N)c3c(C(F)(F)F)c2C1	-15%	-2%	i	-5%	1%	-10%	3%	4%[59 µM]	47%[activator]
O=C(Nc1ccc2c(c1)OCCO2)c1c(F)c(F)c(F)c(F)c1F	4%	-3%	-3%	-3%	7%	12%	4%	?	17%
CCN(CC)c1ccc(NC(=O)c2ccc3c(c2)OCO3)cc1	-9%	-6%	-2%	45µM*	31%[activator]	17%	?	6.3µM*	?
CCNC(=O)CCSc1nnc(-c2ccncc2)o1	-3%	-4%	-10%	-18%	4%	16%	-11%	0%	0%
CC1C(=O)C(C)C(c2cccc(Br)c2)NC1c1cccc(Br)c1 (centres undefined)	-2%	-7%	-1%	4%	-2%	-29%	20%	9%	38%[activator]
O=C(NCCNc1ccc([N+](=O)[O-])cc1)c1cccs1	0%	-7%	-3%	-28%	2%	78%[activator]	-20%	-10%[59 µM]	-4%
CCC1(C)OC(=O)NN(c2ccc(C)cc2)C1(C)O (centres undefined)	0%	4%	i	6%	0%	10%	4%	12%[59 µM]	29%
Cc1csc(NC(=O)CCC(=O)N(CC(=O)NC2CCCC2)c2ccccc2)n1	-8%	1%	6%	-1%	-1%	13%	-3%	9%	-6%
CCOC(=O)C1=C(C)Nc2ccccc2N=C1NC(=O)c1ccc(Cl)c(S(=O)(=O)N2CCCC2)c1	?	-12%	-4%	.	-6%	41%	-31%	?	-5%
CC(=O)N1CCC(C(=O)Nc2nnc(C(C)C)s2)CC1	0%	.	.	.	.	12%	-9%	.	8%
Cn1c(=O)c2[nH]c(N3CCN(c4ccccc4)CC3)nc2n(C)c1=O	-1%	2%	3%	-1%	19%	-6%	-5%	?	36%
CCn1c(CNC(=O)c2ccco2)nnc1SCC(=O)c1ccc(OC)cc1	5%	-2%	6%	-13%	-2%	-5%	-10%	3%[0.501 µM]	30%
COc1ccc(OCCCn2cc(/C=C3/C(=N)N4C=C(C)SC4=NC3=O)c3ccccc32)cc1	2%	-5%	i	-27%	-11%	16%	-16%	11%[59 µM]	18%
Cc1ccc(C(=O)CC(=O)COc2ccc(Cl)cc2C)cc1	19%	2%	-1%	153%[activator]	32%[activator]	106%[activator]	-7%	246%[activator]	51%[activator]
c1cn(C23CC4CC(CC(C4)C2)C3)cn1	0%	0%	1%	2%	6%	9%	-14%	4%[12.7 µM]	18%
COc1ccccc1-c1c(C)nn2c(NCCN3CCCC3)cc(C)nc12	2%	2%	-7%	-5%	17%	23%	-32%	0%[59 µM]	26%
CCOc1ccc(C(=O)NCC(=O)NCC(c2ccc(OC)cc2)N2CCCC2)cc1 (centres undefined)	-2%	.	5%	0%	10%	15%	-13%	0%	13%
COc1ccc(-c2nc3ccccc3c(=O)n2CCOc2ccccc2C)cc1	8%	-2%	-8%	-6%	-3%	-17%	55%[activator]	102%[59 µM]	118%[activator]
Cc1[nH]n(-c2cccc(Cl)c2)c(=O)c1-c1ccccc1	0%	-4%	-2%	?	23%	10%	-30%	1%[59 µM]	19%
CC(C)(C)OC(=O)[C@H](Cc1ccccc1)NC(=O)c1nc[nH]c1C(=O)NCC(=O)OCc1ccccc1	?	-18%	2%	-1%	-4%	-1%	-21%	-5%	43%
CSc1ccc(C(=S)N2CCN(Cc3ccccc3)CC2)cc1	1%	-7%	5%	?	.	10%	?	32µM*	-36%
COc1ccccc1C(=O)NCc1ccc(-c2nc3ccccc3s2)cc1	-8%	1%	3%	10%	6%	9%	-12%	26%[59 µM]	28%
COC(=O)c1ccc(NC(=O)COC(=O)COc2cccc3c2OC(C)(C)C3)cc1	-5%	.	-2%	6%	-1%	3%	-7%	25%[59 µM]	33%
COc1cccc(NC(=O)c2ccc(-n3cnnn3)cc2)c1	-4%	-3%	6%	-17%	-13%	25%	4%	24%	13%
Cc1ccc(OCC(=O)NNC(=O)c2ccccc2OCc2c(C)noc2C)cc1	0%	.	-2%	5%	-2%	11%	-10%	-37%[59 µM]	35%
Nc1[nH]c(=S)nc2nc(-c3ccccc3)c(-c3ccccc3)nc12	-1%	-8%	2%	-25%	-2%	68%[activator]	-25%	-16%	4%
COc1ccc(OC)c(NC(=O)c2csnn2)c1	0%	-5%	-18%	?	-5%	38%[activator]	?	14µM*	-12%
COc1cccc(CN2CCCC(C(=O)Nc3ccc(-c4cscn4)cc3)C2)c1 (centres undefined)	3%	-5%	-3%	?	10%	-3%	-19%	.	5%
Cc1ccc(C2C=C(c3ccccc3)Nc3nc(NS(=O)(=O)c4ccc(C)cc4)nn32)cc1 (centres undefined)	-25%	-2%	3%	0%	?	6%	-8%	-9%[59 µM]	71%[activator]
CC[C@@H]1[C@H]2CCCC(=O)N3CC[C@@H](C[C@@H]1OC(=O)Nc1ccccc1)[C@@H]23	0%	-3%	-2%	5%	-4%	-2%&25%	-6%	12%	16%
CC(=O)N1CCc2cc(S(=O)(=O)NCCC(=O)N3CCc4ccccc4C3)ccc21	-13%	-4%	0%	-3%	2%	29%	-13%	-34%	22%
CCOC(=O)c1nnc(-c2ccccc2)nc1N1CC(C)OC(C)C1 (centres undefined)	-9%	-3%	i	-5%	-3%	42%[activator]	-4%	8%[59 µM]	24%
COc1ccc(OC)c(NC(=O)c2cn(C)c(=O)c3cc(OC)c(OC)cc23)c1	2%	1%	-3%	-36%	0%	-6%	-16%	40µM*	8%
COCCN(CCOC)C(=O)N1CCOCC1	-3%	-6%	-5%	-2%	0%	1%[58.9 µM]	0%	-27%	15%
COc1ccc(CN2CCN(C(=O)c3c(-c4ccccc4)noc3C)CC2)cc1F	-2%	.	-6%	-1%	7%	5%	-13%	12%[12.7 µM]	25%
COc1cccc(-c2nnn(CC(=O)N3CCC(C)CC3)n2)c1	-6%	1%	i	7%	-4%	?	1%	-1%[59 µM]	45%[activator]
COc1ccccc1C(=O)Nc1ccc(OCc2cc(=O)n3cccc(C)c3n2)cc1	1%	-3%	-5%	4%	7%	-1%	12%	10%[59 µM]	39%[activator][57 µM]
Cc1ccc(-c2csc(NC(=O)C3CC=CCC3C(=O)O)c2C(=O)OC(C)C)cc1 (centres undefined)	-10%	-7%	?	-32%	16%	3%	-31%	12%[12.7 µM]	5%
CN1c2ccccc2-c2nc3ccccc3n2C1c1ccncc1 (centres undefined)	?	-5%	8%	4%	-8%	35%[activator]	11%	-36%[12.7 µM]	65%[activator]
CCOC(=O)CN(C(=O)c1snc(C(N)=O)c1N)C(C(=O)NC1CCCCC1)c1ccc(F)cc1 (centres undefined)	?	?	7%	79µM*	-8%	?	?	0%[59 µM]	42%[activator]
COCCN(C(=O)CSc1nnc(-c2ccccc2C)n1C)c1c(N)n(Cc2ccccc2)c(=O)[nH]c1=O	0%	-1%	-5%	-12%	5%	9%	-18%	8.9µM*	1%
CC(C)N=C1NN=C(c2ccc(F)cc2)CS1	7%	-5%	?	-23%	-1%	74%[activator]	-32%	?	16%

Continued; it opens with the three that closed the last part.
smiles	Pin1 inhibitor	BLM inh	Tb PGK inh	BAZ2B block	GLS inhibitor	Pol iota inh	JMJD2A Tudor inh	G9a block	HP1b binding inh
CCOC(=O)CN(C(=O)c1snc(C(N)=O)c1N)C(C(=O)NC1CCCCC1)c1ccc(F)cc1 (centres undefined)	?	?	7%	79µM*	-8%	?	?	0%[59 µM]	42%[activator]
COCCN(C(=O)CSc1nnc(-c2ccccc2C)n1C)c1c(N)n(Cc2ccccc2)c(=O)[nH]c1=O	0%	-1%	-5%	-12%	5%	9%	-18%	8.9µM*	1%
CC(C)N=C1NN=C(c2ccc(F)cc2)CS1	7%	-5%	?	-23%	-1%	74%[activator]	-32%	?	16%
O=C(CNC(=O)c1ccco1)OCC(=O)c1ccc(Br)cc1	7%	-2%	0%	-7%	2%	19%	-4%	14%	5%
CCOc1ccc2nc(N3CCCC(C(=O)NCCCN4CCCCC4)C3)sc2c1 (centres undefined)	0%	4%	1%	-22%	-2%	43%[activator]	-22%	-22%	12%
COc1ccc(/C=N/NC(=O)CCN2CCCCC2c2cccnc2)cc1Cn1cc([N+](=O)[O-])cn1 (centres undefined)	1%	-1%	-5%	-13%	18%	1%	-21%	-2%[12.7 µM]	10%
O=C(O)CCN1CCOCC1	-6%	-1%	-2%	2%	-7%	-10%	-27%	23%[59 µM]	24%
Cc1noc(C)c1COc1ccccc1C(=O)N(C)Cc1ccc(F)cc1	-4%	.	0%	3%	0%	29%	-9%	2%	5%
O=C(NCc1ccccc1Cl)c1ccc(NC(=O)N2CCCCc3ccccc32)cc1	0%	-1%	10%	0%	2%	16%	-16%	12%[59 µM]	19%
O=C(Nc1ccc(Cl)cc1)/C(=C/c1cccc(O)c1)c1nc2ccccc2s1	28%	-8%	0%	-5%	5%	2%	-15%	-11%[59 µM]	16%
